TRPML3 ag: activates the human TRPML3 channel; activation, % at 3 µM; 0.29% of 220,000 active; Q8TDD5; HEK293 TRPML3-YFP, Fluo-8 calcium fluorescence; 100% = the carbachol control signal; AID 1448;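 active = activation above its plate's cutoff, the mean activation of the plate's test wells plus 3 SD, cut at about 12% in these data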;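 also: 0% = DMSO only wells and 100% = carbachol wells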
Target sequence (Q8TDD5 whole entry, looked up): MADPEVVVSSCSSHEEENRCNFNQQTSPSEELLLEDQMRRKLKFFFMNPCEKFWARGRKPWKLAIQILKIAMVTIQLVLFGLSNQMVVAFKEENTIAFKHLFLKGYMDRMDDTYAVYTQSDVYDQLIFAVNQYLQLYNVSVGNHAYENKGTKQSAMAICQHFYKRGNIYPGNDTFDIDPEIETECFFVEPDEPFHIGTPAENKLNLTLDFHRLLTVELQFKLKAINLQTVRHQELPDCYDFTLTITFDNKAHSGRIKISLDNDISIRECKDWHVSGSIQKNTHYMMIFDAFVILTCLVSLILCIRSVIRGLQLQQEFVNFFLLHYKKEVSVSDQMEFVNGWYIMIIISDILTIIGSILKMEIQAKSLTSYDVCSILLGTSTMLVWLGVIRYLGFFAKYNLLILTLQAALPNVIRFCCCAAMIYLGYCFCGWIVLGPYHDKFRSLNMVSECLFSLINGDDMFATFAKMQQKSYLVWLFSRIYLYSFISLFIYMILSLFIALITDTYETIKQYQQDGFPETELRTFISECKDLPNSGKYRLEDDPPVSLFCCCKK
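Material: HEK293 cells stably carrying human TRPML3-YFP; compound dosing: single dose, 3 µM final nominal compound, 0.3% DMSO final; incubation: 1-h 37 °C dye load, 5-s basal, 120-s post-compound reads; technique: Fluo-8 intracellular calcium fluorescence, excitation 470-495 nm, emission 515-575 nm; read-out basis: percent activation from peak-to-basal fluorescence ratio, scaled between DMSO and carbachol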
NPY-Y1 antag: antagonists of human neuropeptide Y receptor Y1; 1% of 200,000 active; AID 1040; inhibition, % at 3.6 µM; P25929; HEK293-CNG Y1 cells, membrane potential fluorescence; NPY at EC95, then isoproterenol;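 active = inhibition above the campaign mean inhibition of all tested compounds plus 3 SD, cut at about 20% in these data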;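 also: 0% = DMSO wells given NPY plus isoproterenol and 100% = isoproterenol alone without NPY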
Target sequence (P25929 whole entry, looked up): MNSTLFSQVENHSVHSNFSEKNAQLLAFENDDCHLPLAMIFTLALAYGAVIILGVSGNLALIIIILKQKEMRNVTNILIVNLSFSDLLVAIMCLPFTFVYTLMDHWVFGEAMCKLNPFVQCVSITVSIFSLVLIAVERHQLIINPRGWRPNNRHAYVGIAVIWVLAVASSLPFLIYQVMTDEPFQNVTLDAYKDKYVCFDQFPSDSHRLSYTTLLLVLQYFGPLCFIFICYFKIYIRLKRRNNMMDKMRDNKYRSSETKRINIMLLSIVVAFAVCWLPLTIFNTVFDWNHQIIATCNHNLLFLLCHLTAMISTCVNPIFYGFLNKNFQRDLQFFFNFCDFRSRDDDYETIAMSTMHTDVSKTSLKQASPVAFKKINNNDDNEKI
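Material: HEK293 cells co-expressing NPY Y1 receptor and cyclic-nucleotide gated channel. Timing: compound incubation 1 h at room temperature, readout 45 min post-stimulation. Signal: fluorescence, membrane potential probe.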
CHOP inhibitor: inhibitors of CHOP induction in ER stress response | CHO-K1 CHOP-promoter luciferase, tunicamycin-induced, 15-18 h | AID 2732 | 3.8% of 220,000 active | inhibition, % at 10 µM;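 active = compounds that reduced the stress-induced luciferase reporter signal by more than about 70% of percent inhibition, limit read from the data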;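 also: 0% = tunicamycin plus vehicle and 100% = wells without tunicamycin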
PPC-1+TRAIL kill: kills PPC-1 cancer cells in the presence of TRAIL; PPC-1 cells + TRAIL, ATPLite viability luminescence; AID 1443; cell killing (% activity), % at 4 µM; 0.41% of 220,000 active;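 active = cell killing above 50% in the first pass at 4 µM, then a duplicate retest at 5 µM averaging 50% or more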;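 also: plate controls were cells with TRAIL plus DMSO for no effect and medium-only wells lacking cells for full effect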
NPY1 pot ag: potentiates or activates human NPY-Y1 receptor. AID 1304. activation, % at 3.6 µM. P25929. NPY-Y1 expressing cells, potentiator/agonist activation. 0.37% of 220,000 active; in the data active = activation above about 33%, passing the limit was not always enough;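 also: cells stimulated with NPY at EC10 then isoproterenol at EC100; 0% = low agonist plus stimulus and 100% = saturating agonist plus stimulus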
14-3-3 Bad inh: disrupts binding of bovine 14-3-3 zeta to phospho-Bad peptide; P63103; TR-FRET 14-3-3zeta/Dy647-pBad peptide displacement, 1 h; inhibition, % at 21.7 µM; 0.71% of 220,000 active; AID 781;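 active = inhibition above about 70%, limit read from the data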;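 also: 0% = full 14-3-3 plus peptide FRET controls and 100% = background without 14-3-3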
TRPN1 ag: activates the zebrafish TRPN1 channel | 0.18% of 220,000 active | HEK293 zebrafish TRPN1-YFP, Fluo-8 calcium fluorescence; 100% = response to 87 µM carbachol | activation, % at 3 µM;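 active = activation above its plate's cutoff, the mean activation of test wells on that plate plus 3 SD, cut at about 19% in these data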;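 also: 0% = DMSO alone and 100% = 87 µM carbachol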
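System: zebrafish TRPN1-YFP in HEK293 cells / Dosing: 3 µM single point / Timing: dye loading 1 h at 37 °C, then 30 min room temperature / Signal: Fluo-8 calcium fluorescence, excitation 470-495 nm, emission 515-575 nm / Read-out basis: percent activation from peak over basal fluorescence ratio, control-normalized / Control set: high carbachol 87 µM, low DMSO alone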
PGE2 EP2 inh: EP2 receptor (human) inhibition; P43116; C6 glioma cells expressing human EP2, cAMP TR-FRET; cells stimulated with saturating PGE2; inhibition, % at 25 µM; 0.52% of 260,000 active; AID 1422;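 active = percent inhibition above 40 after rounding to a whole number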;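 also: rat C6 glioma host cells with rolipram phosphodiesterase inhibitor present; the protocol text gives 20 µM as final concentration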
EP2 modulator: modulators of human EP2 prostaglandin E2 receptor; 0.83% of 260,000 active; AID 940; P43116; induction, % at 25 µM; EP2-expressing cells, cAMP HTRF FRET, PGE2 co-stimulation;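 active = compounds whose cAMP rise, as percent of the full-agonist control response, exceeds 60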;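 also: rat C6 glioma line stably carrying human EP2 under a CMV promoter; the protocol text gives 20 µM as final concentration; 100% = response of wells given 1 µM PGE2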
* = called active by the depositor; nt = no result given; & = joins results of further samples; [ ] = remark or other dose. An excerpt; the hit share may differ from the screen's.

The opening 2 records as a preview:
SMILES	TRPML3 ag	NPY-Y1 antag	CHOP inhibitor	PPC-1+TRAIL kill	NPY1 pot ag	14-3-3 Bad inh	TRPN1 ag	PGE2 EP2 inh	EP2 modulator
O=C(Nc1ccc(O)cc1)c1ccc(C(=O)c2ccccc2)o1	-0.1	5.7	6.8	21.4	-12.9	-17.8	0.4	13.7	-4.6
CC1(C)Cc2c(sc3c2c(=N)n(Cc2ccco2)c(=O)n3Cc2ccc(Cl)cc2)CO1	0.3	5.2	61.8	-5.7	-12.6	-3.6	0.2	12.5	60.9*

All compounds of this part, from the first entry:
SMILES	TRPML3 ag	NPY-Y1 antag	CHOP inhibitor	PPC-1+TRAIL kill	NPY1 pot ag	14-3-3 Bad inh	TRPN1 ag	PGE2 EP2 inh	EP2 modulator
O=C(Nc1ccc(O)cc1)c1ccc(C(=O)c2ccccc2)o1	-0.1	5.7	6.8	21.4	-12.9	-17.8	0.4	13.7	-4.6
CC1(C)Cc2c(sc3c2c(=N)n(Cc2ccco2)c(=O)n3Cc2ccc(Cl)cc2)CO1	0.3	5.2	61.8	-5.7	-12.6	-3.6	0.2	12.5	60.9*
O=C(COC(=O)Cc1ccc(S(=O)(=O)N2CCOCC2)s1)NCCc1ccccc1	0.8	3.5	8.2	13.7	11.1	-11.4[fluorescence artefact?]	0.3	8.8	8.0
Cc1ccc(NC(=S)NCc2ccccc2Cl)c(C)c1	0.1	11.2	21.4	23.7	-40.0	-15.7[fluorescence artefact?]	-0.4	6.6	-81.0
CC(/C=C/c1ccc(N(C)C)cc1)=N\N=C1\NC(=O)CC(C(=O)Nc2ccccc2)S1 (configuration not stated)	0.6	-7.1	-4.5	12.7	21.8	18.4	-0.4	-0.4	-74.7
CSCCC(Nc1ccc(S(=O)(=O)N2CCOCC2)cc1[N+](=O)[O-])C(=O)OCC(=O)N(C(C)C)C(C)C (configuration not stated)	0.5	9.1	-43.9	14.6	-1.3	-3.3	0.7	9.6	-6.7
CCOc1ccc(NC(=O)CC2C(=O)N(c3cccc(OC)c3)C(=O)N2C(C)C)cc1 (configuration not stated)	-0.3	-0.4	-0.7	-14.7	-14.6	7.8	0.0	8.5	2.5
CCn1cc(Br)c(C(=O)Nc2cccc(Cl)c2)n1	-0.1	2.9	-16.3	-1.8	-23.9	-2.7	-0.5	9.9	-36.0
COc1ccc(NC(=O)CSc2cccc3cccnc23)c(OC)c1	-0.5	-5.5	-30.8	14.1	8.2	2.3	0.2	8.2	-25.3
COc1ccc2[nH]c(O)c(NC(C)=O)c2c1	0.4	3.0	11.5	17.0	16.2	-1.6[fluorescence artefact?]	1.2	11.2	20.4
CCc1nn2c(=O)cc(COc3ccc(/C=C4\C(=N)N5N=C(C)SC5=NC4=O)cc3)nc2s1	1.0	3.7	-6.1	nt	8.2	22.3	0.9	5.8	19.2
CCOC(=O)N1CCN(C(=O)Cn2c(=O)sc3ccccc32)CC1	-0.2	-1.5	7.4	13.9	-6.4	7.7	1.9	7.4	25.2
CCC1(CC)C(=O)NC(=O)NC1=NCCc1ccc(O)cc1	0.6	0.7	6.7	-5.3	-9.7	-10.9	0.6	12.2	2.2
COCCOC(=O)c1c(C)oc2ccc(NS(=O)(=O)c3ccc(C(=O)O)cc3)cc12	nt	nt	15.3	-15.5	nt	-2.2[fluorescence artefact?]	nt	5.3&6.1	18.7&-12.9
c1ccc(C2[C@H]3CN(Cc4cccnc4)[C@H](c4ccccc4)C34CC2(c2ccccc2)C4)cc1 (some centres not stated)	nt	nt	26.8	-4.0	nt	5.4	nt	12.6	-8.2
CC(=O)NN1C(=O)/C(=C\c2ccc(C)cc2)SC1=S	0.1	4.2	-7.3	21.8	1.8	-10.7	-3.0	6.2	26.4
CCOC(=O)/C(C#N)=C1/SC(CCO)C(=O)N1c1ccccc1 (configuration not stated)	0.7	5.8	7.2	nt	20.1	-6.3[fluorescence artefact?]	-0.2	9.2	5.2
COc1cc(NC(=O)C2CCCCN2)ccc1OCC(C)C (configuration not stated)	0.3	6.8	-17.3	4.8	-12.3	11.7	0.3	9.9	3.1
O=C(CSc1nnnn1-c1ccccc1)NC(=O)Nc1ccc2c(c1)OCCO2	0.4	2.6	23.6	4.2	5.3	28.2	0.0	1.3	-34.6
Cc1ccc(-c2nnn(CC(=O)N3CCN(c4ccccc4)CC3)n2)o1	-0.1	0.8	-4.9	16.2	9.9	-2.9	0.9	23.4	-24.8
Cc1ccc(Oc2ccccc2/C=C2\SC(=O)N(C)C2=O)cc1	0.2	5.9	46.4	14.2	1.2	-1.6[fluorescence artefact?]	1.4	5.8	35.4
COc1ccccc1-c1c(C(F)(F)F)oc2cc(OCC(=O)Nc3ccccc3C(F)(F)F)ccc2c1=O	1.7	6.2	33.9	16.2	6.5	-6.9[fluorescence artefact?]	0.8	19.0	21.1
CC1=NN(c2ccccc2)C(=O)C1N=Nc1ccc(S(N)(=O)=O)cc1 (configuration not stated)	1.1	nt	7.2	17.2	25.4	-4.3	-0.3	18.8	8.3
O=C(Nc1ccc(Cc2ccncc2)cc1)C1CCC(N2C(=O)C3CCCCC3C2=O)CC1 (configuration not stated)	2.1	3.7	4.5	-0.6	8.8	-3.1	8.2	-0.9	-49.4
COc1ccc(/C=N/N2C(=O)C3C4C=CC(C4)C3C2=O)cc1[N+](=O)[O-] (configuration not stated)	1.0	-3.3	-1.7	13.1	10.3	-4.7	1.4	3.6	2.1
COc1ccc(CCNC(=O)CSc2ccc(-c3ccco3)nn2)cc1OC	-0.5	2.4	-1.9	33.2	1.9	-12.4	-2.6	-0.2	-18.4
COC(=O)CN(C(=S)Nc1ccc(Cl)cc1)C1CC(=O)N(c2ccc(OC)cc2)C1=O (configuration not stated)	1.2	-8.1	24.5	11.3	38.8	-2.2	3.4	16.3	-25.5
COc1ccc(NS(=O)(=O)c2cc(OC)ccc2NC(=O)c2cc(C)oc2C)cc1	-1.0	20.4*	nt	11.3	24.5	-7.7	-1.6	10.9	-24.6
Cc1cc(NC(=O)CCC(=O)N(CCC(C)C)C(C(=O)NC2CCCC2)c2cccnc2)no1 (configuration not stated)	-0.6	2.4	5.8	13.3	4.6	9.9	0.5	5.7	16.4
Cc1cccc(NC(=O)N2CCCC2C(=O)NCc2cccs2)c1 (configuration not stated)	0.9	1.5	14.7	5.8	-8.8	5.8	-0.4	12.0	-3.1
C/C(=N\NC(=O)c1ccncc1)c1cc2ccccc2o1	0.8	7.4	9.2	13.1	9.6	-0.1	-0.2	8.7	0.2
O=C(CSCc1c(Cl)cccc1Cl)NCc1ccco1	-0.3	2.2	27.4	11.6	-5.5	-10.5	-1.1	6.5	-10.8
O=C1c2cc(F)ccc2OC2(CCNCC2)C12CC(c1ccccc1)=NO2 (configuration not stated)	nt	nt	27.0	27.3	nt	-2.5	nt	16.9	0.2
O=c1cc(O)c(-c2ccc(Cl)cc2)c(Cl)[nH]1	0.1	nt	-0.7	28.5	-4.7	-0.8	-2.1	1.9	16.3
COc1ccc(NC(=O)C(NC(C)=O)C(=O)NCc2ccccc2Cl)cc1 (configuration not stated)	0.0	-3.2	9.7	7.8	-14.8	-11.9	1.1	10.5	21.3
COc1cc(/C=C2\SC(=O)NC2=O)ccc1Oc1ccc([N+](=O)[O-])cc1[N+](=O)[O-]	0.2	-1.3	29.8	4.4	6.5	20.0	2.3	24.4	-32.7
Cc1ccc(NC(=O)COc2ccccc2CNC(C)(C)CC(C)(C)C)cc1	0.0	30.0*	74.1*	31.2	-18.5	-6.8[fluorescence artefact?]	-0.4	8.8	-20.5
Cc1ccc(Nc2cc(C)c3c(O)cccc3n2)cc1C	0.2	nt	48.9	4.3	-9.8	-1.2	2.7	5.7	-84.8
COc1cc(OC)cc(-c2ncc3ccccn23)c1	0.3	-0.1	8.2	-27.8	0.4	69.8[fluorescence artefact?]	-0.2	24.0&15.1	-59.6&-23.6
Nc1ccc(Sc2ccc([N+](=O)[O-])cc2)cc1	-0.6	3.0	10.3	25.6	28.5	-0.8	0.2	7.1	-58.0
Cn1c(SCC(=O)NCC2CCCO2)nnc1-c1ccc(S(=O)(=O)N2CCCC2)cc1 (configuration not stated)	-0.3	3.5	-13.4	7.4	3.0	-6.8	-0.7	7.0	-0.8
COC(=O)c1cccc(S(=O)(=O)N2CCC(C)CC2)c1	0.9	1.9	-5.7	-3.6	-65.0	5.3	-0.4	8.1	-5.2
O=C(NCCc1ccccn1)c1cccnc1Oc1ccc(Cl)cc1	0.3	nt	18.1	-8.3	-6.7	4.0	-0.2	9.4	16.6
N#C/C(=C\c1cccc(O)c1)C(=O)Nc1ccc2c(c1)OCCO2	1.1	nt	-68.9	10.0	0.7	-7.9	3.5	37.4	-56.5
Cc1nc2cc(C(F)(F)F)ccc2n1C1CCN(CC(=O)N2CCCC2)CC1	0.9	-4.5	-3.9	-2.6	0.3	-0.1	0.7	3.5	-8.9
O=C(Nc1cccc(C(=O)O)c1)/C(=C\c1ccc2c(c1)OCO2)NC(=O)c1ccccc1	-0.3	2.9	14.2	20.5	17.2	-4.7	-0.2	5.9	13.4
COc1ccc(OCCCC(=O)Nc2nc(C)c(C(C)=O)s2)cc1	0.2	-6.0	-1.5	1.9	-0.6	3.0	-0.5	9.2&9.3	-25.1&-10.9
N#C/C(=C\c1ccc(O)cc1)c1nc2ccccc2o1	1.7	nt	-21.1	6.6	4.2	7.8	1.5	3.9	-19.9
Cc1ccc2nc(N3CCN(S(=O)(=O)c4ccc5c(c4)OCCO5)CC3)c(C#N)cc2c1	1.1	6.8	29.6	5.4	-46.5	-26.3[fluorescence artefact?]	0.4	1.4	-18.7
Cc1ccc(NC(=O)c2ccccc2N(C)S(C)(=O)=O)cc1C	0.7	-1.6	13.7	-10.7	5.9	-12.4[fluorescence artefact?]	-1.1	6.7	2.0
O=C(NCCOCc1ccc(Cl)cc1)c1ncn[nH]1	0.2	3.6	2.2	6.2	-9.0	-24.0	0.7	10.0	1.4
CCCC/C(C)=N/NC(=O)NC1CCCCC1	1.0	-0.6	15.2	10.9	-17.2	-2.5	-0.4	6.4	18.6
Cc1cc(C)cc(NC(=O)CN2CCN(CCN=CC3=C(O)CC(c4ccc(Cl)cc4)CC3=O)CC2)c1 (configuration not stated)	0.7	3.7	62.2	0.1	13.2	-5.7	-0.5	8.4	-8.8
CS(=O)(=O)N(CC(=O)Nc1ccccc1-c1ccccc1)c1cccc(F)c1	-0.5	4.7	22.8	-5.9	3.5	-5.7	-0.8	5.4	29.0
NS(=O)(=O)c1cccc(NC(=S)NCc2ccc3c(c2)OCO3)c1	0.8	-1.4	-5.1	9.1[5 µM]	9.8	-8.2	0.4	4.7	-19.2

Screens deposited in PubChem BioAssay by several laboratories.
